High-throughput results as filed in PubChem.
CSM14.1 death rescue = protection against thapsigargin-triggered cell killing – 384-well, CSM14.1, ATP luminescence, primary screen (AID 1222). cellular ATP content (survival), % at 20 µM; hits with a dose series show EC50 in µM. CSM14.1 thapsigargin-induced death rescue, ATP luminescence; higher % means a stronger effect. 190,000 tested, under 10 active;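 active means EC50 below 50 µM in the dose-response confirmation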;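 further: death triggered by thapsigargin at about 15 µM added after 2 h compound pretreatment; cell ATP read after overnight thapsigargin exposure of roughly 18 to 22 hours; normalized against plate controls of thapsigargin alone and 5% DMSO vehicle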
LYP inhibition = PTPN22 lymphoid phosphatase activity blockers – biochemical, fluorescence intensity, uHTS (AID 1779) | 290,000 tested, 0.054% active | one-dose inhibition, % at 11.5 µM; IC50 in µM for titrated hits | recombinant LYP phosphatase, fluorescence intensity; higher % means a stronger effect;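 further: plate controls were vehicle with enzyme for no effect and no enzyme for full effect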
Myeloid diff MLP = myeloid differentiation induction; ER-HoxA9 myeloid progenitors, lysozyme-GFP differentiation, flow cytometry; calls only at 10 µM; 360,000 tested, 1% active;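 active means normalized GFP-positive differentiation at or above the plate's own cutoff, the solvent-only control mean plus 3 SD; inconclusive means no clear call, values can overlap the other calls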;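 further: cells exposed to compound for four days before flow analysis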
PMI inhibitors = MPI enzyme activity inhibition – biochemical, fluorescence intensity, coupled assay, primary screen (AID 1209); purified PMI enzyme, coupled fluorescence intensity; higher % means a stronger effect; inhibition, % at 20 µM; hits with a dose series show IC50 in µM; 190,000 tested, 0.42% active;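 further: plate controls were DMSO vehicle for no effect and wells lacking substrate for full effect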
M17LAP inhibition = P. falciparum M17LAP inhibitors, primary screen, biochemical, fluorogenic H-Leu-NHMec substrate, 1536-well (AID 1619); recombinant M17LAP, H-Leu-NHMec fluorogenic kinetic assay; higher % means a stronger effect; inhibition, % at 30 µM, or IC50 in µM where a hit was titrated; 220,000 tested, 0.38% active;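 active means compound inhibiting the enzyme by more than half at any dose during confirmatory dose-response retesting; inconclusive means strong single-dose inhibitors picked by rank but not retested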;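 further: plate controls were full reaction with DMSO carrier for no effect and no enzyme background for full effect; strong numbers were not always called active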
XIAP antagonists = XIAP antagonists, biochemical, IAP family, fluorescence polarization (AID 1018); 200,000 tested, 0.007% active; displacement, % at 20 µM, or IC50 in µM where a hit was titrated; XIAP BIR domain, fluorescence polarization peptide displacement; higher % means a stronger effect; in the data active means displacement above about 50%; further: a part of the inactive calls stands beside numbers as strong as those of hits
human PMI inhibitors = human PMI inhibitors, high substrate, primary screen, biochemical, fluorescence intensity, high mannose 6-phosphate (AID 1220) | inhibition, % at 20 µM; hits with a dose series show IC50 in µM | recombinant PMI enzyme, coupled fluorescence intensity; higher % means a stronger effect | 190,000 tested, 0.66% active
TNAP activators = human TNAP enzyme activators, primary screen, biochemical, luminescent, no phosphate acceptor, uHTS (AID 1001); purified TNAP, luminescent activation assay, no phosphate acceptor; higher activation fold means a stronger effect; activation fold at 20 µM; hits with a dose series show EC50 in µM; 200,000 tested, 0.03% active; in the data active means activation fold from about 3, or a potency from the dose series; inactive means the rest, 99 in 100 with activation fold below about 1.6; further: many of its hits are not listed in these tables
P. falciparum M1AAP = P. falciparum M1AAP inhibitors, biochemical, fluorogenic H-Leu-NHMec substrate, 1536-well (AID 1445); 220,000 tested, 0.42% active; one-dose inhibition, % at 30 µM; IC50 in µM for titrated hits; recombinant M1AAP, H-Leu-NHMec fluorogenic kinetic assay; higher % means a stronger effect;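 active means primary inhibition above the hit cutoff, then over 50% inhibition at one or more dose response concentrations, cut at about 23% in these data, passing the limit was not always enough; inconclusive means conflicting primary data, or primary hits not chosen for dose response; inactive means low primary inhibition, or under 50% at every dose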;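 further: plate controls were DMSO full reaction for no effect and no enzyme background for full effect; strong numbers were not always called active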
Myeloid diff MLP GFP+ MAC1+ % = also measured in Myeloid diff MLP; calls as there; GFP+ MAC1+ double positive, %; measured here: differentiation confirmed by MAC1 staining
The depositor's hits bear a star; i = inactive; ? = inconclusive; nt = not tested or not shown; & = joins results of further samples. Unless noted, no stated cut-off is given here; in the data, active means inhibition above about 50%; inactive means the rest. This is a random part of the collection; any-hit rate near 2.7%.

Each structure is followed by: XIAP antagonists, M17LAP inhibition, P. falciparum M1AAP, LYP inhibition, TNAP activators, CSM14.1 death rescue, human PMI inhibitors, PMI inhibitors, Myeloid diff MLP, Myeloid diff MLP GFP+ MAC1+ %
O=C(Oc1ccc2c(=O)c(Oc3ccc4ccccc4c3)coc2c1)c1cccnc1
  -2.3%, -10%, 0%, 4%, 1, -1.5%, 6%, -6%, i, 0.6
Cn1nnc(-c2ccc(OCc3ccccc3F)cc2)n1
  -5.6%, 0%, 2%, 2%, 1.1, nt, 4%, 10%, i, 0.5
Cc1nc2c(c(C)nn2-c2ccccc2)c(C)c1CCC(=O)Nc1ccc(CN2CCCC2)cc1
  nt, -10%, 2%, -5%, nt, nt, nt, nt, i, 0.5
COc1ccc(OCC(O)CNS(=O)(=O)c2ccc(C)cc2)cc1 (stereo not drawn)
  nt, 1%, 8%, -3%, nt, nt, nt, nt, i, 0.7
CN(Cc1ccccc1)CC(O)COc1ccc(CNCc2nccn2C)cc1 (stereo not drawn)
  -4.3%, -2%, -4%, -10%, 1.1, -2.3%, -6%, 0%, i, 0.6
CCOC(=O)C1CCCN(Cc2cccs2)C1 (stereo not drawn)
  -4.2%, 9%, 4%, -3%, 1.2, -1.1%, -8%, -4%, i, 5.9
COC(=O)c1cc(OC)c(OC)cc1NC(=O)C(C)Sc1ccc(C)cc1 (stereo not drawn)
  -4.1%, -5%, -4%, -3%, 1.1, -2.2%, 9%, 13%, i, 2.5
Cc1[nH]c2c(Cl)cccc2c(=O)c1CN1CCCC1
  -4.7%, 6%, -5%, -5%, 1, 0.4%, 8%, 12%, i, 0.9
O=C1CCC(=O)N(O)CCCCCNC(=O)CCC(=O)N(O)CCCCNC(=O)CCC(=O)N(O)CCCCCN1
  nt, -8%, -8%, -8%, nt, nt, nt, nt, i, 1.5
O=C(CNC(=O)c1ccccc1)N/N=C/c1cc(Br)ccc1O
  -2.2%, -10%, 23µM*, 0%, 1.8, -1.6%, -23%, -20%, i, 1.0
O=C(CSc1nccc(=O)[nH]1)Nc1ccc(Br)c(Cl)c1
  -4.1%, 2.5µM*, 7%, 4%, 1.1, -1.9%, 6%, 8%, i, 0.0
O=C(Nc1ccccc1N1CCN(c2ccccc2)CC1)c1ccccc1
  -4.8%, -6%, 2%, 2%, 1.1, -1.1%, 13%, 12%, i, 0.3
COc1ccc(CNC(=O)C2CCN(C(=O)N(C)C)CC2)c(OC)c1
  -7.0%, 1%, 4%, -2%, 1.1, -1.4%, -6%, -6%, i, 1.1
O=c1c2ccccc2c2c(O)nc(-c3ccccc3)n2n1Cc1ccccc1
  -7.8%, 6%, -3%, 7%, 1, -0.4%, -3%, 4%, i, 0.7
CCSc1nc2ccc(N3C(=O)C4C5C=CC(C5)C4C3=O)cc2s1 (stereo not drawn)
  -1.5%, 7%, 4%, -2%, 1, -2.3%, 3%, 8%, i, 0.1
COc1ccccc1NC(=O)CN1CCN(CC(=O)Nc2cc(NC(C)=O)ccc2OC)CC1
  -4.3%, -7%, 1%, 2%, 0.9, 2.1%, 2%, -12%, i, 0.5
Cc1ccc(-n2c(N)c(Br)c(=O)[nH]c2=O)cc1C
  -4.9%, 2%, -1%, -6%, 1.1, 1.1%, 6%, 7%, i, 0.4
O=C(NC1CCCC1)C(c1cc2c(cc1[N+](=O)[O-])OCO2)N1CCCC1 (stereo not drawn)
  -4.3%, -1%, 1%, -3%, 1.1, -0.4%, 24%, 8%, nt, nt
COc1ccc(N/C=C\C(=O)c2ccc(C)cc2)cc1OC
  -1.9%, -3%, 8%, -3%, 1, -2.0%, 19%, 8%, i, 0.7
CCN1C(=O)N(C)[C@@H](c2ccccc2)C(C(=O)OC)=C1C
  nt, 5%, 0%, -8%, nt, nt, nt, nt, i, 1.2
COc1ccc(S(=O)(=O)N2CCCCCC2)cc1N(C)S(=O)(=O)c1ccccc1
  -6.8%, -6%, 4%, -3%, 1, 3.5%, 3%, 14%, i, 0.6
Cc1c(NS(=O)(=O)c2cc(Br)cc3c2N(C(=O)C2CC2)CC3)c(=O)n(-c2ccccc2)n1C
  0.4%, 12%, 15%, -7%, 1.1, -10%, -10%, -19%, i, 0.7
CC1(C)CC(=O)c2c(n(-c3cccc4ccccc34)ccc2=O)C1
  -6.6%, -8%, 0%, -6%, 1, -1.7%, -3%, -6%, i, 0.4
CN1CCN(c2nc3ccccc3nc2C(C#N)C(=O)OC2CCCCC2)CC1 (stereo not drawn)
  1.1%, 10%, 3%, -5%, 1, -1.5%, 4%, 2%, i, 0.7
Cc1cc(C(=O)COC(=O)c2ccc(Br)o2)c(C)n1Cc1ccco1
  -5.3%, -2%, -2%, -1%, 1.1, 3.7%, 0%, 1%, nt, nt
CN1C(=O)C(CC(=O)Nc2ccc(F)cc2)N(Cc2ccco2)C1=S (stereo not drawn)
  -6.1%, -3%, 3%, -6%, 1.1, -1.7%, 14%, 11%, i, 0.4
COc1cccc(C(=O)N2CCN(Cc3ccco3)CC2)c1OC
  -1.4%, 9%, 5%, -7%, 1.2, -0.2%, 0%, 4%, i, 0.9
C1CCC(n2nnnc2CN2CCN(C3CCCC3)CC2)CC1
  -0.8%, -9%, -5%, 0%, 1.1, 1.4%, 2%, 0%, i, 0.9
Cc1cc(C(F)F)n2nc(C(=O)Nc3ccc(S(=O)(=O)N4CCCC4)cc3)nc2n1
  -5.1%, -2%, -1%, 6%, 1, -3.4%, -2%, -2%, i, 0.5
COc1ccc(C(=O)CSc2cc(C)nc(SCC(=O)c3ccc(C)cc3)n2)cc1
  -8.7%, 20%, 12%, 2%, 1, -1.3%, 18%, 15%, i, 0.3
COCC(=O)N(Cc1cc2ccccc2[nH]c1=O)c1ccccc1OC
  -4.7%, 10%, 8%, -6%, 1.1, 1.9%, 1%, 7%, i, 1.3
Cn1c(=O)c2ncn(CC(=O)NCCOc3ccc(C(C)(C)C)cc3)c2n(C)c1=O
  -5.0%, -13%, 37%, 3%, 1, -2.7%, 12%, 16%, i, 0.9
CCc1ccc(CCC(=O)Nc2sc(C)c(C)c2C(=O)OC)o1
  -6.0%, 19%, 8%, -1%, 1, 2.7%, 9%, 9%, i, 0.6
OCCN1CCN(CC#CCC(c2ccccc2)c2ccccc2)CC1
  nt, -7%, -4%, -1%, nt, nt, nt, nt, i, 0.5
CCc1ccc(-c2nc(C)c(CCO)c(=O)[nH]2)cc1
  -5.7%, -1%, 2%, -5%, 1.1, 1.0%, -8%, -1%, i, 0.2
COCCOC(=O)C1=C(C)NC(=O)NC1c1ccco1 (stereo not drawn)
  nt, -11%, 4%, -3%, nt, nt, nt, nt, i, 0.3
O=C(NC(=S)NCC1CCCO1)c1ccc(Br)o1 (stereo not drawn)
  -3.9%, -2%, 6%, -5%, 1.1, -1.1%, -1%, 0%, i, 0.1
Cc1ccccc1N/C=C/C(=C(C#N)C#N)N(C)C
  0.4%, -12%, 0%, -1%, 1.1, 1.7%, -1%, -1%, i, 2.9
Cc1cc(NC(=O)c2cc3n(n2)C(C(F)(F)F)CC(c2ccco2)N3)no1 (stereo not drawn)
  -4.8%, 10%, 4%, -5%, 1, -1.1%, 4%, 9%, i, 1.7
Nc1nc(COc2ccc(F)cc2)nc(N2CCCCC2)n1
  -5.8%, 1%, 3%, -2%, 1.2, -0.4%, 0%, -5%, nt, nt
Cc1cc(C)cc(NC(=S)NC2CC3CCCC(C2)N3CC(C)C)c1 (stereo not drawn)
  -6.0%, -14%, -4%, -8%, 1.1, -1.6%, 0%, 7%, i, 0.3
Cc1[nH]nc(N=CC2=C(O)CC(c3ccco3)CC2=O)c1-c1ccccc1 (stereo not drawn)
  -3.6%, 10%, 5%, 7%, 1.1, -1.7%, 2%, -1%, i, 0.7&1.5
CS(=O)(=O)N1CCC(C(=O)c2cccc(Cl)c2)CC1
  -1.7%, -6%, 41µM*, -4%, 1.1, 4.0%, -4%, -3%, i, 6.1
CCOc1ccc(NC(=O)CSc2nnc(C)n2CCCOC)cc1
  -2.1%, 45%, 3%, -9%, 1.1, -0.4%, 2%, -1%, i, 3.7
CCOC(=O)CSc1ccc2ccccc2n1
  -4.1%, -3%, -4%, -4%, 1.1, 0.8%, -4%, -3%, i, 1.3
CS(=O)(=O)N(Cc1ccco1)CC(O)Cn1cc(C=O)c2ccccc21 (stereo not drawn)
  -9.6%, -7%, 0%, -7%, 1.1, -0.9%, 4%, 9%, i, 7.4
COc1ccc(CNc2cc(NCCCO)c([N+](=O)[O-])c3nonc23)cc1
  -0.9%, 3%, 9%, 0%, 1.1, 0.7%, nt, 52%*, i, 0.0
S=c1[nH]nc(CSCc2ccccc2Cl)n1-c1ccccc1
  -2.2%, 7%, -6%, -3%, 1.1, -0.1%, 1%, 4%, i, 1.7
CCSc1nc(CC)c2c(c1C#N)CCCC2
  -5.9%, 3%, 5%, -2%, 1.1, -2.8%, 7%, 6%, i, 0.9
O=C(NC1CCCCC1)C12CC3CC(C1)CC(n1cncn1)(C3)C2
  -2.1%, 5%, -2%, 0%, 1.1, -1.3%, -10%, -7%, i, 0.6
Cc1nn(-c2ccccc2)c(N2CCCC2)c1C=O
  -5.8%, 15%, 7%, -3%, 1.1, -0.7%, 4%, 2%, i, 0.8
CCOC(=O)CCn1cnc2ccc([N+](=O)[O-])cc2c1=O
  -3.4%, 5%, 4%, -2%, 1, -2.1%, 8%, 11%, i, 0.7
CC(NC(=O)CNC(=O)C(Cc1ccccc1)NC(=O)OCc1ccccc1)C(N)=O (stereo not drawn)
  2.4%, 12%, 4%, -1%, 1, -0.9%, 2%, -3%, i, 0.3
CCCCSc1nc(NCc2ccco2)c2c3c(sc2n1)COC(C)(C)C3
  -10%, 1%, -1%, 4%, 1, 0.3%, 2%, 6%, i, 0.8
COC(=O)c1nn(-c2ccc(-c3ccccc3)cc2)cc1O
  -6.2%, 8%, 11%, -3%, 1, -2.7%, 10%, -1%, i, 0.9
O=C(N/N=C/c1ccc(-c2cccc([N+](=O)[O-])c2)o1)c1cccs1
  -5.3%, -2%, 4%, -2%, 1.1, 0.2%, 0%, -4%, i, 0.3
COc1ccc(-c2nnn(CC(=O)N(CC(=O)NC3CCCC3)c3ccccc3)n2)cc1OC
  -3.9%, 0%, 6%, -6%, 1.1, 1.4%, 4%, 9%, i, 0.3
O=C1N/C(=C/c2ccc(N3CCOCC3)o2)C(=O)N1c1ccccc1
  -2.5%, 0%, 7%, 1%, 1.1, -3.9%, 9%, -7%, ?, nt
COC(=O)c1cc(C#N)c(N(C)Cc2ccccc2)nc1C
  -3.9%, 7%, 11%, -2%, 1.1, -0.4%, 13%, 14%, i, 0.9
CC(C)NC(=O)NC(=O)CSc1nnc(C(F)(F)F)n1C
  -5.2%, 1%, 6%, -5%, 1.1, nt, -15%, -9%, i, 0.5
COc1cc(OC)cc(C(=O)NCC(=O)OCC(=O)Nc2ccc3c(c2)OCO3)c1
  -9.9%, -4%, 1%, -3%, 1, -3.2%, 6%, -5%, i, 2.4
